# TEAD-YAP inh = TEAD-YAP interaction inhibition | 640,000 tested, 1.4% active | inhibition, % at 9.12 µM | HEK-TIYL cells, TEAD-Gal4/YAP UAS-luciferase luminescence; in the data active means inhibition above about 32%;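 further: 0% = median of test compound wells and 100% = reference inhibitor wells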
# FBW7 activator = human FBW7 E3 ligase activation, primary screen. normalized activity (activation), % at 26.1 µM. AlphaScreen FBW7–phospho-cyclin E peptide binding, activator screen. 650,000 tested, 0.13% active. AID 1259310. Q969H0; in the data active means normalized activity above about 1.9%;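 further: purified mutant Fbw7 with reduced substrate affinity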
# Target sequence (Q969H0 whole entry, looked up): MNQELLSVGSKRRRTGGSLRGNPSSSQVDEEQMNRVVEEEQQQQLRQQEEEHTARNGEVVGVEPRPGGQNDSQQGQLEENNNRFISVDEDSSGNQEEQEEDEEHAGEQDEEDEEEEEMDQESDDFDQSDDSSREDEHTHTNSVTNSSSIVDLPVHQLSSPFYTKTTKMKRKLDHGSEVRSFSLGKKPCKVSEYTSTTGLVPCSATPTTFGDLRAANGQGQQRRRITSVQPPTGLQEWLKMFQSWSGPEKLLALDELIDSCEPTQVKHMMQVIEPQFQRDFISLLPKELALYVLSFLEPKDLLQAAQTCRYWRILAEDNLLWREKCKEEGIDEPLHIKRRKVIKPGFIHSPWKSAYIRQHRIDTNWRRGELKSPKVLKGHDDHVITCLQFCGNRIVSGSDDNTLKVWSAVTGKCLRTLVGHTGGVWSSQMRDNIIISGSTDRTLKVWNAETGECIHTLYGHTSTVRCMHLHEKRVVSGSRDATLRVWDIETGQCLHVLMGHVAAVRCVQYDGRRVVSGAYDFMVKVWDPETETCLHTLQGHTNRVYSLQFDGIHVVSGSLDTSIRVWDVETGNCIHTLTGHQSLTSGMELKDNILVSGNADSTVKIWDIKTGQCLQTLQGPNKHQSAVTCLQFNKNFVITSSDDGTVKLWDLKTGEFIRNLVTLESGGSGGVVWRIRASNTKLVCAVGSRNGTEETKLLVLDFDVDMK
# MITF inh = inhibitors of human MITF | AlphaScreen MITF homodimerization, bead proximity signal | inhibition, % at 2.6 µM | 650,000 tested, 0.91% active | AID 1259374; in the data active means inhibition above about 50%;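 further: 0% = vehicle wells with protein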
# GPR151 activ = activates the human receptor GPR151 | activation, % at 11.2 µM | Q8TDV0 | PathHunter beta-arrestin GPR151 cells, luminescence | AID 1508602 | 650,000 tested, 1% active; in the data active means activation above about 4.9%;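 further: 0% = median of compound wells and 100% = cells with positive control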
# * marks the source's active call; other numbers are inactive results; · = no result given.
SMILES,TEAD-YAP inh,FBW7 activator,MITF inh,GPR151 activ
O=C(Cn1sc2ccccc2c1=O)NCc1cccc(Cl)c1,-6,0.1,12,1.0
CC(=C\C(=O)O)/C(=C/c1ccc(Br)o1)C(=O)O,5,0.1,4,-0.3
CCN1C(=O)/C(=C2/Sc3ccc(Cl)cc3N2C)SC1=Nc1ccc2ncccc2c1,5,-0.1,7,0.4
S=c1nc(COc2ccc(Br)cc2)[nH][nH]1,-9,-0.2,-2,0.2
O=C(Nc1ccccc1[N+](=O)[O-])C1(c2ccccc2)CC1(Cl)Cl (stereo unspecified),-9,0.0,0,0.3
N/C(=N\OC(=O)Nc1ccc(Cl)cc1)c1ccc(Cl)cc1,-3,0.1,1,-0.7
CCc1ccccc1NC(=O)Cn1cnc2scc(-c3ccc(OC)cc3)c2c1=O,10,-0.1,-2,-0.9
CC(=O)c1ccc(NC(=O)c2cc3nc(-c4ccc(Cl)cc4)cc(C(F)(F)F)n3n2)cc1,3,-0.1,10,0.1
COc1ccc([N+](=O)[O-])cc1NC(=O)CN(c1cc(Cl)ccc1OC)S(C)(=O)=O,0,0.2,12,-1.9
CCCCn1c(=O)nc2n(-c3ccc(C)cc3C)c3ccccc3cc-2c1=O,-3,0.0,9,-0.9
N#CC1=C(N)Oc2n[nH]c(-c3ccccc3)c2C1c1cccnc1 (stereo unspecified),5,0.1,-13,-1.4
CCOC(=O)C1(Cc2ccc(Cl)cc2)CCN(CCO)CC1,11,-0.1,2,0.9
Cc1ccc(NC(=O)O/N=C/c2ccc(F)cc2)cc1,-29,0.1,4,0.2
COc1ccc(Cn2c(CCC(=O)Nc3cccc(SC)c3)nc3cccnc32)cc1,-8,-0.1,-4,-0.7
O=C(Cc1cccs1)Nc1ccc(SCc2ccc(F)cc2)nn1,-1,0.0,17,2.9
COC(=O)NCC(c1cccnc1)N1CCN(c2ccc(F)cc2)CC1 (stereo unspecified),-7,-0.2,1,0.3
COc1ccc2oc(=O)c(-c3csc(Nc4cccc(C(F)(F)F)c4)n3)cc2c1,-11,0.0,-3,2.6
COCCCNCCOCCOc1ccc(Cl)cc1Br,-7,-0.6,10,2.1
CC[C@]1(O)CC2CN(CCc3c([nH]c4ccccc34)[C@@](C(=O)OC)(c3cc4c(cc3OC)N(C)[C@H]3[C@@](O)(C(N)=O)[C@H](O)[C@]5(CC)C=CCN6CC[C@]43[C@@H]65)C2)C1 (stereo partly specified),47*,-0.1,-12,-2.9
Cc1cnc(Nc2cnccn2)nc1NCCOc1ccccc1,7,0.1,-5,0.5
CC1=NN(c2ccccc2)C(=O)/C1=C\c1ccc(N2CCOCC2)cc1,-11,-0.1,1,0.0
CCOC(=O)C1CCCCN1Cc1cc(Br)cc(OC)c1O (stereo unspecified),3,0.0,16,-0.4
N#C/C(=C\c1ccc(-c2cccc(C(=O)O)c2)o1)c1nc2ncc(Br)cc2[nH]1,7,0.2,6,-1.4
CCC(NC(=O)Cn1cc(NC(=O)c2ccccc2)cn1)c1ccncc1 (stereo unspecified),1,0.0,13,0.8
O=C(Cc1n[nH]c(=O)[nH]c1=O)N/N=C/c1ccc(F)cc1,-2,0.0,1,-0.2

# Next part.
SMILES,TEAD-YAP inh,FBW7 activator,MITF inh,GPR151 activ
O=c1cc(-c2cc(Br)cc3c2OCOC3)oc2ccc(Cl)cc12,-16,0.0,-4,-1.3
COC(=O)c1[nH]c2c(c1C)C(=O)CC(c1ccc(OC)c(OC)c1)C2 (stereo unspecified),13,0.0,5,0.8
O=C(CCCn1c2ccccc2c(=O)c2ccccc21)Nc1cc(Oc2ccc(F)cc2)cc([N+](=O)[O-])c1,-5,0.4,2,0.4
COc1ccc(CCN(Cc2ccccn2)C(=S)Nc2cccc(C)c2)cc1OC,-4,0.0,15,-0.6
O=C(Nc1ccc(C(F)(F)F)cc1)c1ccc(NCCCN2CCCCCC2)c([N+](=O)[O-])c1,-9,-0.5,10,1.2
COc1cccc(CC(C)C(=O)Nc2ccccc2C)c1 (stereo unspecified),2,0.0,-1,-0.5
Cc1cccc(NC(=O)Cn2c(Cc3ccccc3)nc3sc4c(c3c2=O)CCCC4)c1,-7,-0.1,0,0.6
COc1ccc2nc(N3CCN(C(=O)C4CCCN(S(C)(=O)=O)C4)CC3)sc2c1 (stereo unspecified),-4,-0.2,-11,1.9
Cc1cccn2c(=O)c3c(nc12)CCN(C(=O)Cc1ccccc1)C3,3,0.0,-4,-1.0
Cc1ccc2c(c1)N(CCCC(=O)NCCC(C)C)C(=O)CO2,12,0.3,1,0.0
O=c1ccc(OCc2n[nH]c(=S)o2)nn1-c1ccccc1,-1,0.1,-2,2.4
COc1ccc(C)cc1S(=O)(=O)N1CCCC(N2CCN(c3ccccc3)CC2)C1 (stereo unspecified),2,0.0,4,-2.0
Cc1cc(NC(=O)c2oc3ccccc3c2C)ccc1-c1cc2ccccc2oc1=O,15,0.2,14,-0.8
CCC(=O)NC1(c2nnnn2CCOC(=O)Nc2ccc(Cl)cc2)CCCCC1,6,-0.1,-8,0.5
O=C(NC1CCN(Cc2ccccc2)CC1)c1cccc(N2CCN(c3ccccn3)CC2)n1,8,0.0,7,1.5
COc1ccc(S(=O)(=O)NCCc2ccc(OC)c(OC)c2)cc1C,7,1.1,8,1.2
CC(C)(C)c1cc(C(C)(C)C)c(O)c(S(N)(=O)=O)c1,-6,0.2,10,3.1
Cc1cc(=O)[nH]c(Nc2ccc(C(=O)O)cc2)n1,1,0.5,18,-1.0
CCCn1cnc2sc(C(=O)Oc3ccc(Br)cc3)c(C)c2c1=O,-13,-0.2,-5,-0.2
CC1(C)[C@H]2CC=C(CCNC(=O)CCC3(Cc4ccc5c(c4)OCO5)CCC(=O)N3)[C@@H]1C2 (stereo partly specified),14,0.1,11,0.2
C[C@H]1NC(=O)[C@H]2CN(C(=O)Oc3ccc(Cl)cc3)CCN2C1=O,0,-0.1,-5,1.6
O=C(NCCO)/C(=C\c1cccc([N+](=O)[O-])c1)NC(=O)c1ccccc1,3,-0.1,17,12*
COc1ccc(N2C(=O)CC(SCCN)C2=O)cc1 (stereo unspecified),-29,2.5*,27,-1.1
Cc1ccc(N2C(=O)c3ccccc3C2Nc2nc(C)cs2)nc1 (stereo unspecified),-37,-0.2,-10,-3.7
O=C1CSC(c2ccccc2F)N1c1cc(Cl)ccc1O (stereo unspecified),-4,0.0,6,-2.0

# Single records (already shown). Order of screens: TEAD-YAP inh	FBW7 activator	MITF inh	GPR151 activ
# N/C(=N\OC(=O)Nc1ccc(Cl)cc1)c1ccc(Cl)cc1 across the screens: -3	0.1	1	-0.7
# C[C@H]1NC(=O)[C@H]2CN(C(=O)Oc3ccc(Cl)cc3)CCN2C1=O across the screens: 0	-0.1	-5	1.6
# N#C/C(=C\c1ccc(-c2cccc(C(=O)O)c2)o1)c1nc2ncc(Br)cc2[nH]1 across the screens: 7	0.2	6	-1.4
# Cc1cccn2c(=O)c3c(nc12)CCN(C(=O)Cc1ccccc1)C3 across the screens: 3	0.0	-4	-1.0
# S=c1nc(COc2ccc(Br)cc2)[nH][nH]1 across the screens: -9	-0.2	-2	0.2

# (continued)
SMILES,TEAD-YAP inh,FBW7 activator,MITF inh,GPR151 activ
CC1=C/C(=C\c2ccc3c(c2)OCO3)C(=O)S1,-5,-0.1,7,1.3
COc1ccc(S(=O)(=O)NCC(c2ccc(F)cc2)N2CCN(C)CC2)cc1OC (stereo unspecified),1,0.1,7,-1.2
Cc1ccc2onc(CNC(=O)N3CCC(C)CC3)c2c1,5,0.1,8,-0.6
COc1ccc(Br)cc1C(=O)Nc1ccc(O)cc1C(=O)O,-4,0.6,22,-1.2
CCc1ccc(-n2c(N)c(C(=O)Nc3ccc(C)cc3)sc2=S)cc1,-7,0.4,23,0.1
CN(C)CCNS(=O)(=O)c1ccc(Sc2nnnn2-c2ccccc2)c([N+](=O)[O-])c1,84*,-0.1,0,0.8
COc1ccc(CCNC(=O)C(=O)NCCN2CCOCC2)cc1OC,8,0.0,8,-1.1
COc1cc2nc(CN3CCCC(C(N)=O)C3)nc(N3CCCC3)c2cc1OC (stereo unspecified),-4,-0.2,11,-0.8
CC(C)COC(=O)C(C)Oc1ccc2c(=O)c(Oc3ccccc3Cl)coc2c1 (stereo unspecified),-24,-0.2,-1,-1.7
COc1ccc(/C=N/NC(=O)C(=O)NCc2ccccn2)c(OC)c1,-6,0.0,-27,-0.9
Cc1ccccc1Cn1c(CN2CCCC(C)C2)nc2c1c(=O)n(C)c(=O)n2C (stereo unspecified),3,0.1,-11,-0.9
O=C1COc2cc(S(=O)(=O)Nc3cccc(F)c3)ccc2N1,0,-0.1,2,-0.2
COc1cccc(-n2c(SCC(N)=O)nnc2-c2ccco2)c1,-8,0.0,5,3.4
NC(=S)N/N=C\c1cn(CCC(=O)O)nc1-c1cccc(Br)c1,2,0.0,2,0.6
O=C(CNc1ccc(Br)cc1)N/N=C/c1ccncc1,3,0.0,3,0.9
Cc1ccc(N2CCN(S(=O)(=O)c3ccc(F)c(C(=O)Nc4ccc(F)cc4)c3)CC2C)cc1 (stereo unspecified),6,0.0,20,0.9
COC(=O)c1c(NC(=O)c2oc3ccccc3c2C)sc(C)c1C,-6,-0.1,-21,2.4
O=C(/C=N/OCc1cc([N+](=O)[O-])cc2c1OCOC2)Nc1ccc([N+](=O)[O-])cc1,2,-0.2,5,0.4
O=C1C=CC(=O)C(C2=C3C(=O)N(CCc4ccccc4)CC(=O)N3CCC2)=C1,14,-0.1,23,-0.6
COc1cccc2c1OC1(C)C(C(=O)Nc3ccc(C)cc3C)C2NC(=S)N1c1ccccc1 (stereo unspecified),3,-0.1,36,0.8
COCCN1C(=O)CC(NNC(=O)c2ccc(C)cc2)C1=O (stereo unspecified),12,0.1,0,1.1
Cc1c(C(=O)N/N=C/c2ccc(Cl)cc2Cl)sc(N)c1C#N,-13,0.0,1,-0.8
COc1ccccc1Nc1ccc(N)cc1,0,-0.7,16,0.7
CCNS(=O)(=O)c1ccc(CCC(=O)Nc2cccc(Cl)c2C)cc1,21,0.0,-1,-0.8
COC(=O)c1ccc(OCC2c3cc(OC)c(OC)cc3CCN2C(=O)CCC2CCCC2)cc1 (stereo unspecified),-8,0.0,18,0.1

# (more compounds)
SMILES,TEAD-YAP inh,FBW7 activator,MITF inh,GPR151 activ
CCCCC[C@@H](O)/C=C/[C@H]1[C@H](O)CC(=O)[C@@H]1C/C=C\CCCC(=O)O,·,·,8,0.3
COCCCNC(=O)CN(C)S(=O)(=O)c1ccc2c(c1)c(=O)n(C)c(=O)n2C,-11,-0.3,0,0.2
Cc1ccc(CN[C@H]2C[C@H]3C(=O)N[C@H](CC(C)C)C(=O)N3C2)cc1C,5,0.9,12,4.0
Cc1ccc(-c2nnc(Nc3ccc(O)cc3)c3ccccc23)cc1S(=O)(=O)NCc1ccccn1,16,0.1,14,0.4
CON(C)C(=O)c1cc2cccnc2nc1C(F)(F)F,-3,0.0,10,-1.2
CCOC(=O)c1[nH]c(C)c(C(=O)c2ccccc2)c1C,48*,0.0,7,1.7
Cc1cc(C)n(-c2ccc(SCc3ccccc3Cl)nn2)n1,12,0.2,-12,-0.2
NC1=NC(=O)/C(=C\c2ccsc2)S1,1,0.1,16,1.9
O=C(NC(=S)NC1CCCCC1)c1ccc(F)cc1,-45,-0.1,3,2.3
CC(C)N1CCC(N2CCN(Cc3ccc(-c4ccccc4Cl)o3)CC2CCO)CC1 (stereo unspecified),-4,0.7,13,0.4
COc1ccc(C)cc1NC(=O)c1nc2c(nnn2Cc2ccc(F)cc2)c(=O)[nH]1,0,0.0,2,1.5
COc1ccc(N2CCN(C(=O)CCCC(=O)c3ccccc3)CC2)cc1,-18,-0.1,2,-0.8
COc1ccc(CN2CCN(C(=O)c3cc(OC)c(OC)c(OC)c3)CC2)c(OC)c1,1,-0.1,38,0.0
NC(=O)C1CCN(c2nnc(-c3ccccc3)c3ccccc23)CC1,2,0.1,11,-2.9
CCS(=O)(=O)Nc1cccc(-c2ccc3nncn3n2)c1,-4,0.5,19,-0.5
CC(C)[C@H](NC(=O)Cc1ccccc1)C(=O)OCc1nnc(-c2ccc([N+](=O)[O-])cc2)o1,2,-0.3,45,-1.5
Cc1cccc(N2CCN(c3ncnc4c3c(-c3ccccc3)cn4-c3cccc(C)c3)CC2C)c1 (stereo unspecified),5,0.3,14,0.8
O=C(NC1CCN(Cc2ccccc2)CC1)c1ccc2nc(N3CCN(Cc4ccc5c(c4)OCO5)CC3)sc2c1,44*,-0.2,6,1.1
CCOc1ccc(C2C(C#N)=C(N)Oc3n[nH]c(-c4ccc5c(c4)OCO5)c32)cc1OCC (stereo unspecified),2,0.7,7,-0.5
CCOc1cc(/C=N/N(C)C2=NS(=O)(=O)c3ccccc32)ccc1O,-24,0.0,4,3.4
OCCNc1nc(-c2ccccc2)nc2c1ncn2C1CCCCC1,1,0.0,-5,-1.5
Nc1cccc(-c2cc(NCCO)nc(N)n2)c1,-8,0.1,-17,-0.4
CC(C)N(CCNC(=O)c1ccnc(Nc2cccc(N(C)C)c2)c1)C(C)C,10,-0.1,22,-0.4
COC(=O)c1ccccc1NC(=O)CN(C1CCCCC1)S(C)(=O)=O,-7,0.0,-8,-0.2

# Copied from the list:
# Entry of `CC(C)[C@H](NC(=O)Cc1ccccc1)C(=O)OCc1nnc(-c2ccc([N+](=O)[O-])cc2)o1` in TEAD-YAP inh: 2
# Entry of `O=C(CCCn1c2ccccc2c(=O)c2ccccc21)Nc1cc(Oc2ccc(F)cc2)cc([N+](=O)[O-])c1` in TEAD-YAP inh: -5
# Entry of `COc1ccc(CCN(Cc2ccccn2)C(=S)Nc2cccc(C)c2)cc1OC` in GPR151 activ: -0.6
